Cneo AK release – Cryptococcus neoformans lysis via adenylate kinase release. C. neoformans lysis, adenylate kinase release luminescence, 4 h; normalised: neutral wells 0, clomiphene wells 100. lysis activity, % at 15 µM. hit rate 0.2% among 360,000. AID 651654;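 active means mean lysis activity across replicates of at least 80%, whatever share of replicates individually reach that level; inactive means mean lysis activity below 80%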
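Assay system: Cryptococcus neoformans yeast cells / Dosing: single-point compound dose / Timing: 4 h at 37 °C static, read 1 h later / Measured by: luminescence of released adenylate kinase using an AK detection reagent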
SIRT5 inh – sirtuin-5 (human) deacylase inhibition; inhibition, % at 15 µM; hit rate 1.1% among 330,000; Purified SirT5, succinyl-peptide AMC, trypsin-coupled fluorescence; AID 652115; in the data active means inhibition above about 15%
Target sequence (Q9NXA8 whole entry, looked up): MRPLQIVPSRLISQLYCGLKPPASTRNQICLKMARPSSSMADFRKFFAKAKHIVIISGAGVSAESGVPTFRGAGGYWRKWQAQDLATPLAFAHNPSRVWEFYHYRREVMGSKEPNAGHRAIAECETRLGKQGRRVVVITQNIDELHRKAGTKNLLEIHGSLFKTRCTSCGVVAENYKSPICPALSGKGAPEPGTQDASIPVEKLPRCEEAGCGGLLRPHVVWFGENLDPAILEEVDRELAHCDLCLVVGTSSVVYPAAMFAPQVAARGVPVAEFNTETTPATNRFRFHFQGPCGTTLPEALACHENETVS
esBAF inh – blocks esBAF chromatin remodeling in mouse ES cells; Bmi1-luciferase knock-in reporter, 24 h; 100% = twice the neutral-well signal; reporter increase, % at 12.5 µM; hit rate 2% among 350,000; AID 602393; in the data active means activation above about 40%;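 further: 0% = median of the plate's neutral control wells and 100% = double that signal; a rise in the Bmi1 reporter signal indicates esBAF inhibition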
ARNT-TACC3 inh – disruptors of human ARNT/TACC3 interaction; Q9Y6A5; AlphaScreen His-ARNT PAS-B/GST-TACC3 binding, luminescence; TACC3 fragment carries E629A point mutation; inhibition, % at 9.99 µM; hit rate 0.66% among 390,000; AID 623870;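 active means mean inhibition of replicates at least 50% and at least half of replicates each reaching 50%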;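 further: 0% = complete ARNT plus TACC3 wells and 100% = ARNT alone without TACC3; many hits fall short of the cut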
C2C12 statin – protects C2C12 myotubes from simvastatin toxicity; ATP luminescence, 48 h; scaled: DMSO 0, geranylgeraniol control 100; hit rate 0.78% among 330,000; rescue of ATP level, % at 7.49 µM;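 active means mean ATP rescue above about 67%, or every replicate alone reaching that limit, limit read from the data, passing the limit was not always enough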;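 further: myotubes were challenged with 10 µM simvastatin during compound exposure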
ERp5 block – blocks human ERp5 reductase activity on insulin; Q15084; inhibition, % at 9.99 µM; hit rate 0.05% among 350,000; ERp5 insulin aggregation, absorbance 650 nm, 90 min; AID 651711;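 active means mean replicate inhibition above about 25%, with every replicate also reaching it, limit read from the data, passing the limit was not always enough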
Target sequence (Q15084 whole entry, looked up): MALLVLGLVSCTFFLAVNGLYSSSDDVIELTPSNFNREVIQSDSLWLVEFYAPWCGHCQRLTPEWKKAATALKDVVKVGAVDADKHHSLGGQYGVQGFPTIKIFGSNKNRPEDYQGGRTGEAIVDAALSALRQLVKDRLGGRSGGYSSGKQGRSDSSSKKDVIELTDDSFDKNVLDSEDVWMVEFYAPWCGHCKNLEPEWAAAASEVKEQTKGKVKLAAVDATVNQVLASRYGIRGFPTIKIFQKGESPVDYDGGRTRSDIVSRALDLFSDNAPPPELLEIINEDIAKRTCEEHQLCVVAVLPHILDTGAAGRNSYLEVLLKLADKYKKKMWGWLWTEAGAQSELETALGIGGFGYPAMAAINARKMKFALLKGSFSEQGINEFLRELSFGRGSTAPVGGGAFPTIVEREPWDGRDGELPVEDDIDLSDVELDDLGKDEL
miR-122 sensor – inhibitors of miR-122 in Huh7 cells. Huh7 miR-122 Renilla luciferase sensor, 48 h; neutral wells = 0, positive control = 100. activation (reporter increase), % at 12.5 µM. hit rate 0.3% among 340,000;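 active means mean replicate activation score at least 90 and every replicate individually at or above 90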;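 further: higher luciferase means less miR-122 activity so hits act as miR-122 inhibitors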
An asterisk follows results filed as active; . = no result given; & = joins results of further samples; [ ] = another dose, or the depositor's remark. Not a hit list; any-hit rate near 4%.

SMILES	Cneo AK release	SIRT5 inh	esBAF inh	ARNT-TACC3 inh	C2C12 statin	ERp5 block	miR-122 sensor
Cc1ccc(CSc2nnc3ccc(-c4ccncc4)nn23)cc1	-2.8	-1.5	7.1	-2.2	5.7	9.9	1.6
CN1c2ccc(Br)cc2[C@H]2[C@H](CCN2S(=O)(=O)c2ccc(F)cc2)[C@H]1CO	-4.8	-0.3	-1.1	1.2	6.1	10.1	7.3[16.7 µM]
CCC1C(O)=C(c2ccccn2)C(=N)N1c1ccccc1 (configuration not stated)	0.3	-3.1	15.0	-2.8	11.3	-3.6	.
Cc1cc(Cl)c(OCCOCCN2CCN(C)CC2)c(Br)c1	0.1	-4.0	-5.5	1.1	6.2	-2.1	0.4
CCCCOC(=O)C1=C(C)N(C)C(=O)NC1c1cc2c(cc1Br)OCO2 (configuration not stated)	-0.2	-0.5	1.4	.	3.2	-0.7	-0.9
CCOC(=O)c1oc2ccccc2c1CSc1nnnn1-c1ccccc1	-1.6	.	5.1	-0.2	-15.6	.	-12.1
CSCCC(NS(=O)(=O)c1ccc(C)cc1)C(=O)NCC(C)(C)N1CCOCC1 (configuration not stated)	1.0	-4.8	-10.2	-5.7	1.6	0.6	0.4
O=[N+]([O-])c1ccc2[nH]c(O)c(N=NC(=S)NCC3CCCO3)c2c1 (configuration not stated)	-0.5	.	-0.3	-1.2	2.6	.	-1.0
CC(=O)N(C)C[C@@H]1Oc2cc(C#Cc3cccc(F)c3)ccc2S(=O)(=O)N([C@H](C)CO)C[C@H]1C	1.0	1.1	4.7	2.5	10.0	-0.2	10.4[16.7 µM]
CCCCCCN1C[C@@H](O)[C@H](n2cc(-c3ccc(F)cc3)nn2)C[C@@H]1c1ccc(C)cc1	6.2	-1.4	-5.8	.	20.4	-2.7	-4.5
C[C@H](CO)N1C[C@H](C)[C@H](CN(C)CC2CC2)Oc2c(NC(=O)c3cnccn3)cccc2C1=O	8.6	-1.7	-4.0	-12.7	-2.7	5.2	9.1[16.7 µM]
CCN(CC)C(=O)CSc1ncnc2sc(C)c(C)c12	.	-2.7	.	-3.5	.	-2.9	.
Cc1ccc(S(=O)(=O)N2CCN(C(=O)COC(=O)C3CCC3)CC2)c(C)c1	-1.5	7.7	-6.4	-4.0	-3.2	1.3	-8.9
Cc1cc(Cl)ccc1C(=O)C1CCCN(C(=O)CN2CCOC2=O)C1 (configuration not stated)	-0.1	-0.4	-1.5	-4.9	-1.8	-1.3	1.4
COc1ccccc1NC(=O)CCC(=O)N/N=C(/C)c1ccc(C)cc1	.	-4.6	.	-2.9	.	16.7	.
CC(=O)NC1(C(F)(F)F)NC(=O)N(C2CCCCC2)C1=O (configuration not stated)	2.2	.	-12.8	-1.6	-2.8	.	5.2
COc1ccc(C)cc1NC(=O)CCN1CCCC1	0.0	.	-7.8	5.9	-5.1	.	-7.2
Cc1cc2cc(OCC(=O)O)ccc2n1C	2.6	.	2.9	-1.5	7.3	.	-8.3
Fc1cccc(-c2cc3nc4c(c(N5CCC6(CC5)OCCO6)n3n2)CCCC4)c1	.	.	52.0*	3.6	1.5	.	1.5
CCOCC(=O)Nc1ccc2c(c1)OCCO2	-0.9	.	-7.6	-3.9	-2.4	.	-9.5

Molecules above that have an aryl thioether with sulfur outside any ring (three):
SMILES	Cneo AK release	SIRT5 inh	esBAF inh	ARNT-TACC3 inh	C2C12 statin	ERp5 block	miR-122 sensor
Cc1ccc(CSc2nnc3ccc(-c4ccncc4)nn23)cc1	-2.8	-1.5	7.1	-2.2	5.7	9.9	1.6
CCOC(=O)c1oc2ccccc2c1CSc1nnnn1-c1ccccc1	-1.6	.	5.1	-0.2	-15.6	.	-12.1
CCN(CC)C(=O)CSc1ncnc2sc(C)c(C)c12	.	-2.7	.	-3.5	.	-2.9	.

Next entries:
SMILES	Cneo AK release	SIRT5 inh	esBAF inh	ARNT-TACC3 inh	C2C12 statin	ERp5 block	miR-122 sensor
CCC(=O)N1C[C@H](O)COC[C@H]2O[C@H](CC(=O)NCc3ccccc3Cl)CC[C@@H]21	1.7	.	-10.8	7.5	-15.9	.	-8.9[16.7 µM]
COc1cc2nc(-c3ccccc3)nc(N3CCCC3)c2cc1OC	2.1	.	-3.0	-9.9	.	.	.
CC(C)c1c(C#N)c(N)nc(SCC(=O)c2cc3ccccc3oc2=O)c1C#N	-1.8	.	1.9	-16.8	.	.	-0.7
Cc1ccc2nc(N3CCC(C(=O)NC4CCCCC4)CC3)sc2c1	2.5	-3.2	3.6	-6.2	-13.0	1.4	0.7
CCOc1ccc(NC(=O)CN2C(=O)COc3ccc(Cl)cc32)cc1	-0.9	.	-7.8	-1.1	9.1	0.7	-5.1
COCCCNC(=O)CN(c1cc(Cl)ccc1OC)S(=O)(=O)c1ccc(C)c([N+](=O)[O-])c1	.	0.1	-1.4	-6.3	-1.5	-2.6	-0.5
CC(C)CCNC(=O)NC(=O)COc1ccccc1C#N	-0.5	.	2.0	-3.8	12.4	.	.
Cc1cccc(OCC(O)CNC(=O)c2ccccc2C(=O)O)c1 (configuration not stated)	-1.3	.	1.0	1.2	0.0	.	-4.5
COc1ccc(CNc2oc(COc3ccc(Cl)cc3)nc2C#N)cc1	-0.5	.	-8.3	14.6	25.3	.	6.9
COc1ccc(CCNC(=O)c2cc(-c3cc(Cl)cc(Cl)c3)oc2C)cc1	-4.4	.	-7.1	2.4	1.6	.	-10.9
Cc1ccc(-c2cc(NC(=O)c3ccccc3)on2)cc1	0.4	0.0	59.6*	-5.0	6.5	3.1	0.3
CC1=NN(Cc2ccccc2)C(=O)C1C(c1ccncc1)C(C#N)C#N (configuration not stated)	.	-2.9	-7.3	19.5	-4.0	-0.7	-4.2
CCN1CCS/C1=C\C=C\C1=[N+](CC)CCS1	0.8	18.4*	-44.1	6.5	-110.7	-1.4	-5.6
C[C@H]1CN([C@@H](C)CO)C(=O)c2cc(C#Cc3cccc(F)c3)cnc2O[C@@H]1CN(C)C(=O)c1ccccc1F	-3.9	5.6	-3.9	-4.5	3.0	2.7	2.6[16.7 µM]
Cc1ccc(S(=O)(=O)Nc2c(C)n(C)n(-c3ccccc3)c2=O)cc1C(=O)OC(C)C(=O)c1ccccc1 (configuration not stated)	0.0	1.5	30.6	-1.8	4.5	-6.1	1.3
COc1cc(NC(=O)COc2ccc([N+](=O)[O-])cc2)ccc1NC(=O)c1ccco1	-1.0	.	-10.1	.	4.3	-1.6	-19.4
CCOc1ncccc1C(=O)OCC(=O)Nc1cccc(S(N)(=O)=O)c1	12.1	2.6	1.8	-3.2	4.9	-2.5	-7.8
C[C@@H]1CN([C@H](C)CO)C(=O)CCCn2cc(nn2)CO[C@H]1CN(C)S(=O)(=O)c1ccc(-c2ccccc2)cc1	-0.2&-3.3	0.0&-4.2	-0.5&-5.7	1.4	9.9&61.0	-2.5&-4.6	0.0
CN1CCN(c2ccc(C(CC(N)=O)NC(=O)Cc3ccc(Br)cc3)cc2[N+](=O)[O-])CC1 (configuration not stated)	13.3	.	-0.3	-0.4	16.8	0.4	9.1
Cc1cc(N2CCN(C(=O)OC(C)(C)C)CC2)n2ncnc2n1	3.1	.	-8.4	-3.7	8.9	.	-5.8

Single values from the results shown:
Reading for CN1CCN(c2ccc(C(CC(N)=O)NC(=O)Cc3ccc(Br)cc3)cc2[N+](=O)[O-])CC1 (configuration not stated) under miR-122 sensor: 9.1
Reading for COc1cc2nc(-c3ccccc3)nc(N3CCCC3)c2cc1OC under Cneo AK release: 2.1

Next part:
SMILES	Cneo AK release	SIRT5 inh	esBAF inh	ARNT-TACC3 inh	C2C12 statin	ERp5 block	miR-122 sensor
O=C(N/N=C/c1cccnc1)c1cc(-c2ccc(Br)cc2)nc2ccccc12	-3.9	-0.5	-32.0	-3.6	-7.5	-3.1	2.4
COc1ccc(OC)c(N2C(=O)CCCC2=O)c1	2.0	-4.1	-5.0	1.1	-5.5	1.8	5.4
Cc1cc(=O)[nH]c(SCC(=O)N2c3ccccc3CC2C)n1 (configuration not stated)	0.8	.	-6.5	6.3	16.5	.	20.4
COc1ccc(OC)c(-c2csc(NC(=O)CSc3nnnn3C)n2)c1	.	-1.2	.	-2.6	.	-3.0	.
Cc1cccc(C)c1NC(=O)CS(=O)CC(=O)N1CCN(c2ccccc2)CC1 (configuration not stated)	-0.5	-1.1	0.8	1.5	0.9	0.6	-1.3
Cc1noc(C)c1NC(=O)N[C@@H]1CC[C@@H](CC(=O)Nc2ccc(-c3ccccc3)cc2)O[C@@H]1CO	1.3	-0.8	5.1	-4.8	5.7	2.1	8.7[16.7 µM]
CNC(=O)C(=O)NCC1OCCN1S(=O)(=O)c1ccc2c(c1)OCCO2 (configuration not stated)	.	-0.7	.	-5.6	.	0.3	.
Cn1cccc1/C=N/NC(=O)CNc1ccc2ccccc2c1	-0.5	-1.9	.	.	.	0.9	4.8
CCOC(=O)C1(CCCc2ccccc2)CCN(C(=O)c2cc(C)nn2CC)CC1	3.6	-2.9	4.6	-2.8	-1.2	-8.0	-6.1
CC(C)c1ccc(-c2nnn(Cc3nc4ccccc4s3)n2)cc1	-0.2	.	-6.4	-0.1	-5.7	.	5.2
CCOc1ccc(NC(=O)/C(C#N)=C\c2ccc(N3CCCC3)c(C)c2)cc1	.	1.1	.	-4.8	.	2.1	.
COc1ccc(C(C)(O)c2nc(-c3ccccc3)cs2)cc1 (configuration not stated)	-1.4	.	3.4	.	-22.6	-2.8	2.8
CC(=O)Nc1ccc(N2C(=O)CC(Sc3nc4ccccc4s3)C2=O)cc1 (configuration not stated)	1.1	0.4	14.7	.	-6.0	0.5	5.2
Cc1ccc(NC(=O)CN(C)C(=O)c2ccc3[nH]c4c(c3c2)CC(C)CC4)cc1 (configuration not stated)	-1.5	-1.5	-0.7	1.7	16.8	-2.6	8.2
O=C(Nc1cccc(-c2csc(Nc3ccccc3)n2)c1)c1cc([N+](=O)[O-])cc(C(F)(F)F)c1	1.6	11.3	18.2	10.8	-11.9	6.1	-11.9
CCCN1[C@@H]2c3ccc(-c4ccccc4F)c(=O)n3C[C@H]1[C@H](CO)[C@H]2C(=O)NCC	-1.9	2.9	3.0	-0.1	-6.6	4.1	4.7[16.7 µM]
C[C@@H]1CN([C@@H](C)CO)C(=O)c2cc(NC(=O)Nc3ccccc3)ccc2O[C@@H]1CN(C)CC1CC1	16.3	-0.6	1.3	13.5	-1.2	-0.5	2.1[16.7 µM]
CC(C)NC(=O)Nc1ccc2c(c1)C(=O)N([C@@H](C)CO)C[C@@H](C)[C@H](CN(C)C(=O)Cc1ccccc1)OCCCC[C@H](C)O2	-0.5	0.7	.	24.0	.	1.0	-2.8[16.7 µM]
CC(NC(=O)[C@H](C)NC(=O)[C@@H]1CSC2c3ccccc3C(=O)N21)c1ccccc1 (some centres not stated)	0.8	-2.3	1.0	-1.3	-5.5	-1.2	-0.2
CCCCCCSc1cc(-c2nc3ccc(C)cn3c2NCCCC)ccc1OC	2.5	.	-25.1	1.0	-60.6	7.8	7.4
COc1ccc(/C=C2\SC(=S)N(CCCC(=O)NC3CCCC3)C2=O)cc1OC	35.4	1.0	.	4.3	.	4.3	.
O=C(NCC1CC1)[C@@H]1[C@@H](CO)[C@@H]2Cn3c(cccc3=O)[C@H]1N2C(=O)c1cccnc1	2.2	1.9	-3.5	-7.6	-1.0	-3.5	6.6[16.7 µM]
Cc1ccc(NC(=O)CN2C(=O)CCS(=O)(=O)c3ccccc32)cc1Cl	-0.6	-1.3	-8.5	-15.2	-7.8	1.5	.
Cc1ccc(S(=O)(=O)N2CC=C(C(=O)NCc3ccc(F)cc3)CC2)cc1	2.7	.	1.6	-0.5	-1.5	2.7	0.1
COC(=O)c1ccc(Cn2c(C)c(C(=O)NCc3cccs3)sc2=O)o1	-0.5	-5.5	8.8	.	-0.6	-6.3	0.3
COc1cc(NCC2COc3c(ccc(OC)c3OC)C2=O)c([N+](=O)[O-])cc1OC (configuration not stated)	0.3	.	3.9	.	5.4	3.0	-8.0

Ordered by the number under ARNT-TACC3 inh (falling): four from the list above.
| Compound | ARNT-TACC3 inh |
| --- | --- |
| COc1ccc(/C=C2\SC(=S)N(CCCC(=O)NC3CCCC3)C2=O)cc1OC | 4.3 |
| Cc1ccc(S(=O)(=O)N2CC=C(C(=O)NCc3ccc(F)cc3)CC2)cc1 | -0.5 |
| O=C(NCC1CC1)[C@@H]1[C@@H](CO)[C@@H]2Cn3c(cccc3=O)[C@H]1N2C(=O)c1cccnc1 | -7.6 |
| Cc1ccc(NC(=O)CN2C(=O)CCS(=O)(=O)c3ccccc32)cc1Cl | -15.2 |

Screening results: PubChem BioAssay, Broad Institute
